mIAP act – increases mouse intestinal alkaline phosphatase activity. muIAP, CDP-Star luminescence, 30 min; active compounds read high; 1 = vehicle-only enzyme signal, 0 = enzyme-free wells. activation factor at 10 µM. 330,000 tested, 0.24% active;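 active = activation factor of at least 2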; note: the source names both 10 and 20 µM as test concentration; values of inactives mirror those of a sister screen read the other way
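also added = chemiluminescent substrate CDP-Star | test system = mouse IAP enzyme | signal = chemiluminescence readout | compound = DMSO-dissolved test compounds | incubation = 30 min at room temperature | benchmarks = DMSO wells, no-enzyme wells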
MPTP block – blocks calcium-induced mitochondrial swelling. isolated mouse mitochondria, Ca2+ swelling absorbance, 30 min. inhibition, % at 10 µM. 360,000 tested, 1.4% active;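 active = inhibition of 50% or more, scaled per plate between neutral and stimulator controls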;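 note: 0% = DMSO wells given calcium and 100% = 1 mM EGTA wells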
beta cell repl – inducers of beta-cell replication in MIN6 cells; AID 2380; proliferation, % at 10 µM; 330,000 tested, 0.29% active; MIN6 cells proliferation, ATPlite luminescence, 48 h; cells starved in 0.2% serum; 100% = growth in 10% serum;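 active = compounds whose signal lies at least 3.5 SD above the mean of all wells on their plate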;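 note: 0% = DMSO-treated cells in low-serum medium and 100% = 10% serum control; some compounds called inactive have numbers as strong as hits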
hIAP block – human IAP inhibition; P09923; purified IAP, CDP-Star luminescence, 30 min; inhibition, % at 10 µM; 330,000 tested, 0.12% active; AID 2544;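 active = inhibition reaching a set limit with compound at 10 µM in the primary screen, cut at about 35% in these data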;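 note: plate controls were DMSO wells with enzyme for no effect and no-enzyme buffer wells for full effect; values of inactives mirror those of a sister screen read the other way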
Target sequence (P09923 whole entry, looked up): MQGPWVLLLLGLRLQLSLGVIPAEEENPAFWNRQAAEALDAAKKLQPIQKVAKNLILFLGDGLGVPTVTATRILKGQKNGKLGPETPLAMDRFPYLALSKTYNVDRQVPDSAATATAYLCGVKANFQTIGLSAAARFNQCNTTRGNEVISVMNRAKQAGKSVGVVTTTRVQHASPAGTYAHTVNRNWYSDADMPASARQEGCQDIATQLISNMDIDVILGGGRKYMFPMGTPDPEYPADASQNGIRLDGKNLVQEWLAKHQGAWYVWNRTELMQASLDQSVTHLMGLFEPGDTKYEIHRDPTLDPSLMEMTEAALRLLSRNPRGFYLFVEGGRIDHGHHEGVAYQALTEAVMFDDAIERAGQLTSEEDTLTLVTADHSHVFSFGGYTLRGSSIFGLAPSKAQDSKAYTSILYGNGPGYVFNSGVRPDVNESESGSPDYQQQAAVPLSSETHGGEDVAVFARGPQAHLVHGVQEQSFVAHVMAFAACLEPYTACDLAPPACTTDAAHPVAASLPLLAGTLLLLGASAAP
APOBEC3G inh – blocks human APOBEC3G single-stranded DNA deamination. Q9HC16. recombinant A3G, ssDNA deamination FAM/TAMRA fluorescence. inhibition, % at 20 µM. 330,000 tested, 0.28% active;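 active = inhibition of at least 40% at 20 µM, with no more than 30% in the related APOBEC3A deaminase screen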;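 note: plate controls were DMSO wells with A3G for no effect and wells lacking A3G enzyme for full effect; some compounds called inactive have numbers as strong as hits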
Target sequence (Q9HC16 whole entry, looked up): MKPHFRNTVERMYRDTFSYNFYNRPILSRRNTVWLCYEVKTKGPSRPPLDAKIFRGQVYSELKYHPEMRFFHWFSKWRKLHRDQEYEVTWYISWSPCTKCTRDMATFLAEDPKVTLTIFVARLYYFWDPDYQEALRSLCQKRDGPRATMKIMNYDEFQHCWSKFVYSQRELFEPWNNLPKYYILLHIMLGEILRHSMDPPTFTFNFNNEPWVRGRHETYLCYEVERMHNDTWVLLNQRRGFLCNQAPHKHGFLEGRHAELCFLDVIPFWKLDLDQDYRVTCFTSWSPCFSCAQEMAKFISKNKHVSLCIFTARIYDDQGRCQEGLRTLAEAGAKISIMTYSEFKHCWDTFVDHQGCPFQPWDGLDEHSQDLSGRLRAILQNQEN
mIAP block – blocks mouse intestinal alkaline phosphatase. inhibition, % at 10 µM. 330,000 tested, 0.2% active. purified mouse IAP, CDP-Star luminescence, 30 min;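 active = inhibition of at least 40% at 10 µM in the primary screen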;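 note: plate controls were DMSO with enzyme for no effect and no enzyme wells for full effect; values of inactives mirror those of a sister screen read the other way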
A3A deaminase – inhibitors of human APOBEC3A DNA deaminase; 330,000 tested, 0.41% active; inhibition, % at 20 µM; recombinant A3A, FAM/TAMRA ssDNA deamination fluorescence; AID 493011; P31941;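 active = at least 40% inhibition at 20 µM here, with at most 30% in a related deaminase screen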;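 note: plate controls were A3A with DMSO for no effect and wells lacking A3A enzyme for full effect; some results filed as inactive read as strong as hits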
ATG4B inhibitor – blocks human ATG4B protease cleavage of LC3 substrate; Q9Y4P1; ATG4B cleavage of LC3-PLA2, NBD-HPC fluorescence, 1 h; inhibition, % at 8.33 µM; 340,000 tested, 0.51% active; in the data active = inhibition above about 40%
hIAP activ – human IAP activation; activation factor at 10 µM; 330,000 tested, 0.16% active; purified human IAP, CDP-Star luminescence, 30 min; active compounds read high; 1 = vehicle-only enzyme, 0 = enzyme-free background;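 active = activation factor of the enzyme at least 2-fold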; note: the source names both 10 and 20 µM as test concentration; values of inactives mirror those of a sister screen read the other way
* = called active by the depositor; · = no result given.

SMILES	mIAP act	MPTP block	beta cell repl	hIAP block	APOBEC3G inh	mIAP block	A3A deaminase	ATG4B inhibitor	hIAP activ
CCOC(=O)N1CCN(C(=O)COC(=O)c2ccc(O)cc2O)CC1	1.1	0.3	-3	-4	-9	-13	3	-5	1
Cc1cc(C(=O)Nc2ccc3c(c2)OCCO3)ccc1[N+](=O)[O-]	0.9	0.5	1	18	-6	10	-8	3	0.82
CC(N=c1ccccn1C(=O)Nc1ccc(Cl)cc1)c1ccco1 (stereo not drawn)	1.6	·	-4	7	2	-63	1	5	0.93
O=C(Nc1nc2ccccc2[nH]1)c1ccccc1[N+](=O)[O-]	0.79	0.1	-2	-1	-5	21	2	-8	1
Cc1ccc(C(=O)NCc2cccnc2)cc1S(=O)(=O)Nc1ccccc1	0.97	2.1	-1	-18	-5	3	-2	-9	1.2
Cc1ccc(CC2CC(=O)N(CCc3ccc4c(c3)OCO4)C2=O)cc1 (stereo not drawn)	0.99	-1.1	3	-15	-5	1	-18	7	1.2
CC1CCCN(C(=O)CCNS(=O)(=O)c2ccc(Br)cc2)C1 (stereo not drawn)	1	-0.2	-1	3	-2	-1	-1	2	0.97
C=CCOc1c(Br)cc(C2C3=C(CCCC3=O)N(C)C3=C2C(=O)CCC3)cc1OCC	1	-12	-1	-6	-2	0	-3	-10	1.1
CCn1ncc(/C=N/N=C2\CCC3C4CCc5cc(O)ccc5C4CCC23C)c1C (stereo not drawn)	1	0.6	-5	13	-3	-4	-4	-22	0.87
CCSc1ncc(C#N)c(N)n1	1.1	0.3	1	-4	-4	-12	-1	-11	1
O=[N+]([O-])c1ccc(S(=O)(=O)Nc2ccc(-c3ccc(N4CCCC4)nn3)cc2)cc1	0.99	0.6	-7	-10	-1	0	2	2	1.1
CCc1nnc(NC(=O)CSc2ccc(-c3ccc(C)cc3)nn2)s1	0.88	-0.2	-6	3	0	12	-2	-11	0.97
CS(=O)(=O)N1CCCC(C(=O)N2CCOCC2)C1 (stereo not drawn)	0.91	1.9	-2	-3	-6	9	-4	-5	1
C=CCCCCCCCCC(=O)Nc1ncccn1	1.1	0.9	-2	-14	-4	-8	-8	-1	1.1
Cc1ccccc1CSc1nnc(C)n1N	1	-0.7	4	15	-4	-2	0	-3	0.85

Part of the list above in another layout:
| smiles | mIAP act | MPTP block | beta cell repl | hIAP block | APOBEC3G inh | mIAP block | A3A deaminase | ATG4B inhibitor | hIAP activ |
| --- | --- | --- | --- | --- | --- | --- | --- | --- | --- |
| O=C(Nc1nc2ccccc2[nH]1)c1ccccc1[N+](=O)[O-] | 0.79 | 0.1 | -2 | -1 | -5 | 21 | 2 | -8 | 1 |
| Cc1ccccc1CSc1nnc(C)n1N | 1 | -0.7 | 4 | 15 | -4 | -2 | 0 | -3 | 0.85 |
| CC(N=c1ccccn1C(=O)Nc1ccc(Cl)cc1)c1ccco1 (stereo not drawn) | 1.6 | · | -4 | 7 | 2 | -63 | 1 | 5 | 0.93 |
| Cc1ccc(C(=O)NCc2cccnc2)cc1S(=O)(=O)Nc1ccccc1 | 0.97 | 2.1 | -1 | -18 | -5 | 3 | -2 | -9 | 1.2 |

More compounds:
SMILES	mIAP act	MPTP block	beta cell repl	hIAP block	APOBEC3G inh	mIAP block	A3A deaminase	ATG4B inhibitor	hIAP activ
CC(C)NC[C@@H](O)COc1cccc2ccccc12	0.92	·	-3	-2	-6	8	-1	3	1
COc1ccc(CN(CC2CCCO2)S(=O)(=O)c2ccc(-n3cnnn3)c(OC)c2)cc1 (stereo not drawn)	0.93	0.3	1	-4	-6	7	2	-5	1
COC(=O)[C@@H]1CCCN1Cc1nc(Cc2ccccc2F)no1	0.99	1.4	-3	-5	-4	1	-3	2	1.1
N#CCCN1CCN(S(=O)(=O)c2ccc(S(=O)(=O)N3CCOCC3)cc2)CC1	0.92	-0.1	0	8	-13	8	-4	2	0.92
CCN1CCN(Cc2ccc(NC(=O)Nc3ccc(SC)cc3)cc2)CC1	1.9	52*	-3	6	-8	-87	-2	-1	0.94
Cc1cc(Cl)ccc1OCCCC(=O)NNC(=O)c1ccncc1	0.99	-1.9	-3	-14	-2	1	1	5	1.1
CC(C)(C)c1ccc(C(=O)Nn2cnnc2)cc1	0.99	-0.3	-1	-11	17	1	-2	5	1.1
CC(=O)c1ccc(N2CCN(S(=O)(=O)c3csc(C(N)=O)c3)CC2)cc1	0.97	0.0	4	13	-9	3	-4	-12	0.87
CCN(CC)C(=O)C(=O)c1cn(CC(=O)NCc2ccc3c(c2)OCO3)c2ccccc12	1.1	-0.4	-2	-18	-4	-8	-6	-33	1.2
COc1ccc(NC(=O)Cn2ccc3c(OC)cccc3c2=O)cc1	1.1	-0.2	-2	7	1	-5	5	-6	0.93
Cc1cn2c(nc1=O)OC1C(O)C(COC(=O)c3ccccc3)OC12 (stereo not drawn)	0.98	-1.8	-2	-19	-7	2	-3	-3	1.2
O=C(CC1CCCC1)Nc1cc(S(=O)(=O)N2CCOCC2)ccc1O	0.91	-4.0	-3	-11	57*	9	4	-24	1.1
COc1ccc(/C=C(/NC(=O)c2ccccc2)C(=O)N2CCCC2)cc1OC	1	-1.1	0	-2	1	-3	-1	1	1
Cc1nc([N+](=O)[O-])c(Sc2nc3ccc([N+](=O)[O-])cc3[nH]2)n1Cc1ccccc1	0.94	13	-5	0	-5	6	-1	9	1
COC(=O)c1ccc(CSc2nc3c(c(=O)n2-c2ccc(F)cc2)SCC3)o1	0.93	1.9	3	12	-8	7	-5	48*	0.88

Single records (already shown).
CC(C)(C)c1ccc(C(=O)Nn2cnnc2)cc1 as listed: mIAP act: 0.99; MPTP block: -0.3; beta cell repl: -1; hIAP block: -11; APOBEC3G inh: 17; mIAP block: 1; A3A deaminase: -2; ATG4B inhibitor: 5; hIAP activ: 1.1
Cc1nc([N+](=O)[O-])c(Sc2nc3ccc([N+](=O)[O-])cc3[nH]2)n1Cc1ccccc1 as listed: mIAP act: 0.94; MPTP block: 13; beta cell repl: -5; hIAP block: 0; APOBEC3G inh: -5; mIAP block: 6; A3A deaminase: -1; ATG4B inhibitor: 9; hIAP activ: 1
CCN(CC)C(=O)C(=O)c1cn(CC(=O)NCc2ccc3c(c2)OCO3)c2ccccc12 as listed: mIAP act: 1.1; MPTP block: -0.4; beta cell repl: -2; hIAP block: -18; APOBEC3G inh: -4; mIAP block: -8; A3A deaminase: -6; ATG4B inhibitor: -33; hIAP activ: 1.2

Continued:
SMILES	mIAP act	MPTP block	beta cell repl	hIAP block	APOBEC3G inh	mIAP block	A3A deaminase	ATG4B inhibitor	hIAP activ
NS(=O)(=O)c1ccc(CCNC(=O)Cc2c[nH]c3ccccc23)cc1	1	0.4	0	10	-7	-2	-1	-3	0.9
Cc1cc(C)cc(NC(=O)C(OC(=O)c2ccc(O)cc2)c2ccccc2)c1 (stereo not drawn)	1.2	2.3	-6	-9	-5	-17	-3	1	1.1
CC1c2cc3c(cc2CCN1C(=O)c1ccc(C(F)(F)F)cc1)OCCCO3 (stereo not drawn)	0.94	-1.3	-4	-10	0	6	2	10	1.1
COCCCN1C(=O)N(c2ccccc2)C(=O)C1CC(=O)Nc1ccccc1 (stereo not drawn)	1	1.6	-3	15	-4	-1	-1	-5	0.85
COC(C(=O)N/N=C(\C)c1ccc(C)cc1)c1ccccc1 (stereo not drawn)	1	0.0	-3	14	-1	0	2	2	0.86
COc1ccc(/C=C/C(=O)Oc2cccc(/C=N/NC(=O)Cc3ccc(Br)cc3)c2)cc1	0.96	3.4	-7	-4	1	4	3	-15	1
Cc1cccc(/N=C/c2c(O)ccc3oc4c(c23)CCCC4)n1	0.86	-1.2	-2	12	-7	14	-3	11	0.88
Cc1cc(Br)ccc1OCC(=O)NNC(=O)c1ccc(NC(=O)C2CC2)cc1	0.92	0.0	-2	-11	-8	8	-1	6	1.1
COc1ccc2nc(N/C(N)=N/S(C)(=O)=O)nc(C)c2c1	0.97	0.2	-2	6	-3	3	2	1	0.94
Cc1cccc(-n2cnc3cc([N+](=O)[O-])ccc32)c1	0.96	0.3	0	8	4	4	-2	1	0.92
NC(=O)c1ccccc1NS(=O)(=O)c1cccs1	1.1	-4.3	0	-2	-4	-9	-2	-3	1
COc1cccc(CNc2nc3nc(C)c(Cl)c(=O)n3[nH]2)c1	1.1	-0.1	0	1	0	-9	1	1	0.99
CCOC(=O)N1CCC(NC(=O)c2cc3c(=O)[nH]c4ccccc4c3n2C)CC1	1	-2.0	-5	-8	-4	0	-1	-2	1.1
C/C=C/C1=CC(=O)C[C@H](c2ccc(OC)c(OC)c2)C1	1.1	-0.9	-2	2	-8	-5	7	-4	0.98
O=C(O)CC1(c2ccc(F)cc2)C2CC3CC(C2)CC1C3 (stereo not drawn)	1	0.6	-3	4	-1	-3	1	4	0.96
O=C(CCCN1C(=O)C(c2ccccc2)Oc2cccnc21)Nc1cccc(F)c1 (stereo not drawn)	1.1	-1.5	-3	1	0	-12	-2	14	0.99
C=CCN1C(=O)C2(OCCCO2)c2ccccc21	1.1	-0.7	-4	4	0	-6	0	-3	0.96
COc1ccc(C(C)=O)cc1COc1cccnc1[N+](=O)[O-]	1	-1.7	0	12	-12	-2	-3	-7	0.88
CC(C)(C)c1ccc(Cn2c(=O)cnc3ccccc32)cc1	0.94	13	-7	4	1	6	0	-10	0.96
O=C(Nc1cccc(C(=O)N2CCCC2)c1)c1ccccc1Cl	0.91	-2.2	0	-4	-1	9	6	-1	1
O=C(COc1ccc2c3c(c(=O)oc2c1)CCCC3)NCCCN1CCOCC1	1	-0.1	-2	-11	1	-4	1	-1	1.1
CCC(C)N(C)C1CCN(C(=S)Nc2cccc(OC)c2)CC1 (stereo not drawn)	1.1	-1.2	-1	-17	-2	-6	6	5	1.2
COCc1cc(N2CCN(c3ccccc3F)CC2)nc(-c2ccccc2)n1	0.95	0.4	-1	0	-6	5	5	12	1
CC1(C2CC2)NC(=O)N(CC(=O)Nc2ccccc2C#N)C1=O (stereo not drawn)	0.96	-1.7	-1	-8	-5	4	0	5	1.1
COc1ccccc1/C=N/NC(=O)CSc1ccc2ccccc2n1	0.9	1.3	0	-11	-9	10	-4	-13	1.1

Looked up above:
APOBEC3G inh result of Cc1cc(Br)ccc1OCC(=O)NNC(=O)c1ccc(NC(=O)C2CC2)cc1 stands at -8
beta cell repl result of C=CCCCCCCCCC(=O)Nc1ncccn1 stands at -2
MPTP block result of Cc1cccc(/N=C/c2c(O)ccc3oc4c(c23)CCCC4)n1 stands at -1.2
beta cell repl result of O=C(Nc1nc2ccccc2[nH]1)c1ccccc1[N+](=O)[O-] stands at -2
mIAP act result of CC(=O)c1ccc(N2CCN(S(=O)(=O)c3csc(C(N)=O)c3)CC2)cc1 stands at 0.97
ATG4B inhibitor result of Cc1cccc(-n2cnc3cc([N+](=O)[O-])ccc32)c1 stands at 1
mIAP act result of CCc1nnc(NC(=O)CSc2ccc(-c3ccc(C)cc3)nn2)s1 stands at 0.88

From PubChem
